PAX8 inh HTS: inhibitors of PAX8-driven TPO luciferase reporter, primary screen, RMG-I cells, single concentration; SteadyGlo, 24 h; 1.2% of 360,000 active; inhibition, % at 12.6 µM; AID 652154, 2013;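 active = mean replicate inhibition at least 60% with every replicate also reaching 60%; inconclusive = only one of the two criteria is met; inactive = mean below 60% and not all replicates reaching 60%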;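 also: luciferase light reporting Pax8 driven TPO promoter activity; plate controls were median of neutral control wells for no effect and mitoxantrone controls for full effect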
DENV2 CPE rescue: inhibitors of DENV2 cytopathic effect, primary screen, cell-based, plate reader, single concentration. DENV2-infected cells, cytopathic effect rescue. CPE inhibition, % at 9.99 µM. 1.7% of 350,000 active. AID 651640, 2012; in the data active = CPE inhibition above about 20%, passing the limit was not always enough; inconclusive = no clear call, values can overlap the other calls; tested in BHK-21 cells;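 also: 0% = median of neutral control wells and 100% = median of positive control wells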
SIRT5 block: SIRT5 desuccinylase inhibitors, primary screen, biochemical, fluorescence imaging, single point, set 5; 1.1% of 330,000 active; NAD-dependent protein deacylase sirtuin-5, mitochondrial (Homo sapiens), Q9NXA8; inhibition, % at 15 µM; Purified SirT5, succinyl-peptide AMC, trypsin-coupled fluorescence; AID 652115, 2013; in the data active = inhibition above about 15%; inconclusive = no clear call, values can overlap the other calls
Target sequence (Q9NXA8 whole entry, looked up): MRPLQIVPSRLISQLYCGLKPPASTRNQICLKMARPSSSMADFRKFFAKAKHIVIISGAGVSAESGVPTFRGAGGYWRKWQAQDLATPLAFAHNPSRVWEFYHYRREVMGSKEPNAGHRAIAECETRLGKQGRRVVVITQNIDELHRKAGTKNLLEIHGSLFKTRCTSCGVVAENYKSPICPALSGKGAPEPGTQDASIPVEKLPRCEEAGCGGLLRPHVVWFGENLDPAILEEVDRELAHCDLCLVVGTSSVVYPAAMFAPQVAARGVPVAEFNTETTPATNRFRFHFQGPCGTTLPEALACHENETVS
ARNT-TACC3 inh: disruptors of ARNT/TACC3 protein interaction, primary screen, biochemical, AlphaScreen, single concentration; Transforming acidic coiled-coil-containing protein 3 (Homo sapiens), Q9Y6A5; 0.66% of 390,000 active; inhibition, % at 9.99 µM; AlphaScreen His-ARNT PAS-B/GST-TACC3 binding, luminescence; TACC3 fragment carries E629A point mutation;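 active = mean inhibition of replicates at least 50% and at least half of replicates each reaching 50%; inconclusive = half or more replicates reach 50% but mean below 50%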;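 also: 0% = complete ARNT plus TACC3 wells and 100% = ARNT alone without TACC3; many hits fall short of the cut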
LGR2 inh: inhibitors of bursicon-induced LGR2 CRE-luciferase signal, primary screen, cell-based, HEK293, CRE-luciferase reporter, bursicon stimulation; AID 720647, 2013; Drosophila bursicon receptor LGR2 (rickets); bursicon-stimulated, 4 h; inhibition, % at 9.99 µM; 0.35% of 380,000 active;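 active = drop in luminescence signal, shown as inhibition above about 50% in the replicate tests, limit read from the data, passing the limit was not always enough; inconclusive = probably only some replicates passing the limit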;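 also: agonist challenge used bursicon conditioned medium at about half maximal strength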
CASP6 VEID inh: human caspase-6 inhibitors, primary screen, biochemical, VEID-R110 fluorescence, single point, set 2 | P55212 | purified caspase-6, Z-VEID-R110 cleavage fluorescence | inhibition, % at 12.5 µM | 0.53% of 350,000 active | AID 686996, 2013;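 active = mean inhibition across replicates at least about 35%, with every replicate also reaching that limit, limit read from the data; inconclusive = only one of the two criteria met; inactive = neither criterion met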;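 also: 0% = median of neutral control wells and 100% = no fluorescence left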
Target sequence (P55212 24-179 limits assumed): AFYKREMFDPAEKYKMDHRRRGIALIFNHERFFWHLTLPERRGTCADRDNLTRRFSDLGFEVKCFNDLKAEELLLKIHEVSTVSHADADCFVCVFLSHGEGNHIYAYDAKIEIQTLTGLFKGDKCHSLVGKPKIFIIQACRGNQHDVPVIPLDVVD
Target sequence (P55212 194-293 limits assumed): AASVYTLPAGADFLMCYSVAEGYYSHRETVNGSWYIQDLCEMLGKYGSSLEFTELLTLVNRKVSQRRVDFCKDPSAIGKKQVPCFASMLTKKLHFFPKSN
EWS-Fli inh: EWS/Fli-driven NR0B1 reporter inhibitors, primary screen, A673 cells, NR0B1 luciferase, luminescence, MLPCN library | viability-normalised | inhibition, % at 12.6 µM | 0.67% of 350,000 active;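 active = mean inhibition of at least 50% after viability correction, with every replicate also passing that limit; inconclusive = mean reaches 50% but only one of two replicates passes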;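 also: firefly luciferase signal divided by Alamar Blue viability fluorescence both relative to DMSO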
* marks the source's active call; other numbers are inactive results; u = inconclusive; x = no result given. Outcome played no part in choosing rows (roughly 4.9% active in at least one column).

SMILES | PAX8 inh HTS | DENV2 CPE rescue | SIRT5 block | ARNT-TACC3 inh | LGR2 inh | CASP6 VEID inh | EWS-Fli inh
Cc1nn(CCC(N)=S)c2nc(-c3cccs3)cc(C(F)(F)F)c12 | -18.5 | x | -3.0 | -4.0 | 10.2 | 0.3 | 8.7
C[C@@H]1CN([C@H](C)CO)C(=O)c2cc(NC(=O)C3CCCCC3)ccc2O[C@@H](C)CCCCO[C@H]1CN(C)S(=O)(=O)c1ccccc1 | 0.2 | -7.3 | -1.1 | -0.6 | -1.6 | 1.1 | 0.9
COc1ccc(NC(=O)N(C)C[C@@H]2Oc3ccc(NS(=O)(=O)c4cn(C)cn4)cc3CC(=O)N([C@H](C)CO)C[C@@H]2C)cc1 | 10.6 | 77.1* | 3.1 | x | -8.0 | 1.5 | -3.2
COc1ccc2c3c([nH]c2c1)[C@@H](CO)N(C(=O)C1CCC1)CC31CCN(C(=O)NC(C)C)CC1 | 3.8 | -4.8 | -2.7 | x | -7.4 | 1.8 | 0.0
CN(C[C@@H]1N[C@H](CO)[C@@H]1c1ccc(-c2cccc(F)c2)cc1)C(=O)CC1CC1 | x | -7.8 | 2.3 | x | -6.6 | -2.8 | -8.6
O=C(O)c1ccc(NC(=S)NC(=O)c2cccnc2)cc1 | 8.7 | 9.0 | -10.0 | -2.3 | 3.5 | 1.7 | 3.8
C=C(C)CSc1[nH]c(=O)cc(C)c1C#N | -35.4 | -3.0 | -5.6 | x | -11.6 | 0.3 | 4.9
Cc1ccc(CCNS(=O)(=O)c2ccc3c(c2)NC(=O)CCS3)cc1 | 4.2 | 1.3 | -1.0 | -3.9 | -6.1 | 1.2 | x
C=C(C)CN=C1SC(C(=O)Nc2sc3c(c2C(=O)OC)CCC3)C(N)=C1C(N)=O (centres undefined) | 0.4 | 2.9 | -1.4 | -8.5 | 5.1 | -1.0 | -4.5
CCCCC(=O)Nc1cc(-c2nc3ncccc3o2)ccc1C | 15.5 | 7.0 | -2.4 | 3.9 | 13.6 | 0.0 | 4.0
CC(=O)C[C@H](O)CC(=O)[C@H]1OC(=O)CCCCC/C=C/Cc2ccccc21 | 23.0 | -5.8 | x | -3.2 | -18.7 | -4.7 | 1.7
C[C@H](CO)N1C[C@H](C)[C@H](CN(C)C(=O)N[C@H](C)c2ccccc2)OCc2ccccc2-c2ccccc2C1=O | 10.8 | 1.0 | 7.3 | -3.5 | 7.9 | -0.8 | -1.8
CCOc1cc(/C=N/NC(=O)C(=O)N2CCCC2)ccc1O | 5.0 | 4.1 | 6.3 | -1.8 | 1.4 | 1.6 | 2.7
C[C@@H]1CN([C@H](C)CO)C(=O)c2cccc(NS(=O)(=O)c3ccccc3)c2O[C@@H]1CN(C)S(=O)(=O)c1cccs1 | x | -8.6 | 4.3 | x | 0.2 | 1.2 | -5.5
COc1ccc(-c2ccc([C@H]3[C@H]4CN(C(=O)c5ccc(F)cc5)CCCCN4[C@H]3CO)cc2)cc1 | 10.9 | -11.6 | 11.3 | 10.5 | 16.0 | -0.5 | x
C[C@@H]1CN([C@H](C)CO)C(=O)c2cc(C#CC3(O)CCCC3)cnc2O[C@@H]1CN(C)C(=O)Cc1ccccc1 | 5.2 | -4.4 | 1.0 | -8.4 | -12.7 | 1.3 | -19.5
COc1ccc(-c2c(C#Cc3ccsc3)c3cc(-c4ccc(C(N)=O)cc4)ccc3n2C)cc1 | 18.7 | 18.4 | x | -1.0 | 24.8 | -3.1 | 10.4
COc1ccc(/C=N/NC(=O)c2ccc(N3CCCC3=O)cc2)cc1 | 31.3 | -1.0 | -5.0 | -7.8 | 15.3 | -0.5 | -10.0
O=C(NCCCCNC(=O)c1ccc(F)cc1)c1ccc(F)cc1 | 5.2 | 7.0 | -5.0 | 6.3 | 6.4 | 0.9 | 16.5
O=C(CN1C(=O)NC(c2ccc(F)cc2)C1=O)Nc1ccc2c(c1)OCCO2 (centres undefined) | -4.0 | 0.5 | -3.3 | 6.7 | -4.7 | -0.5 | 5.5
CC(C)NC(=O)Nc1ccc2c(c1)C(=O)N([C@@H](C)CO)C[C@@H](C)[C@@H](CN(C)S(=O)(=O)c1ccccc1)OCCCC[C@H](C)O2 | 4.1 | -3.6 | 3.0 | 0.2 | -19.8 | -2.3 | -6.3
CNC(=O)NC(=O)COc1ccc2oc3c(c2c1)CCCC3 | -44.3 | -3.5 | -0.4 | -1.1 | -9.3 | 3.7 | -42.9
O=C(C1CC1)N1CC2(C1)[C@@H](c1ccccc1)[C@@H](CO)N2CC1CCCC1 | x | -0.2 | -2.1 | x | -6.7 | 1.5 | 18.3
COc1ccc(N2C(=O)c3n[nH]c(C)c3C2c2ccc(F)cc2)cc1 (centres undefined) | -61.8 | 3.0 | -0.5 | x | -15.5 | -1.3 | -48.0
Cc1cc(NC(=O)C2CC=CCC2C(=O)O)ccc1NC(=O)c1ccccc1 (centres undefined) | -10.4 | 6.1 | -0.8 | -1.5 | -11.3 | 0.4 | x
Next section.
SMILES | PAX8 inh HTS | DENV2 CPE rescue | SIRT5 block | ARNT-TACC3 inh | LGR2 inh | CASP6 VEID inh | EWS-Fli inh
COC(=O)[C@H](Cc1ccccc1)N(Cc1ccccc1)S(=O)(=O)N(Cc1ccccc1)[C@@H](Cc1ccccc1)C(=O)OC | -4.8 | -6.7 | -0.7 | -3.1 | 5.1 | 0.2 | 16.1
CCn1c(SC2CCOC2=O)nnc1-c1ccc(Cl)cc1 (centres undefined) | -4.3 | 8.6 | -1.3 | -3.6 | 22.7 | 2.3 | 6.7
N#CCCN1CCN(S(=O)(=O)c2ccc(S(=O)(=O)NCc3ccccc3)cc2)CC1 | 8.5 | -3.3 | x | -4.7 | 0.0 | 1.8 | 5.3
COCCN(C(=O)CCC(=O)Nc1cc(C)on1)C(C(=O)NC1CCCC1)c1ccccc1F (centres undefined) | -3.2 | -3.5 | -2.7 | 12.2 | 8.1 | -4.8 | -3.9
COc1ccc2c3c(n(C)c2c1)[C@H](CO)N(C(=O)CN1CCOCC1)CC31CCN(C(=O)Nc2cccc(F)c2)CC1 | x | 32.6* | -1.1 | x | -5.6 | 1.7 | -3.9
Cc1c(Nc2ccc3nonc3c2[N+](=O)[O-])c(=O)n(-c2ccccc2)n1C | 1.1 | 2.1 | 1.2 | -3.1 | -2.0 | -1.8 | -9.6
O=C1C2C3C=CC(CC3)C2S(=O)(=O)C2C3C=CC(CC3)C12 (centres undefined) | 7.6 | -7.8 | x | x | -15.6 | -2.9 | 6.4
Cc1c(C(=O)N/N=C/c2ccccc2)[nH]c2c([N+](=O)[O-])cccc12 | 16.0 | -3.9 | 0.1 | -1.6 | -4.6 | -0.7 | 43.1
COc1ccc2c3c([nH]c2c1)[C@H](CO)N(Cc1ccncc1)CC31CN(C(=O)CN(C)C)C1 | -17.7 | 13.8 | 0.1 | x | -3.4 | x | -3.0
COc1ccc(CC(=O)Oc2ccccc2Cl)cc1S(=O)(=O)N1CCOCC1 | -8.1 | 16.4 | -2.9 | 1.4 | 1.9 | -7.5 | 3.3
CC(C)C[C@H]1CN(CCCC[C@@H]2CNC(=O)C(=O)N2CC2CCCCC2)C(=O)C(=O)N1CCC1CCCCC1 | -5.8 | 1.3 | 8.5 | x | 1.8 | x | 2.3
CC(C(=O)Nc1sc2c(c1C(=O)NCC1CCCO1)CCC2)N1C(=O)c2ccccc2C1=O (centres undefined) | -13.2 | -6.4 | -3.8 | -4.9 | x | -3.6 | 0.0
Cc1ccc(NC(=O)N2CCCCCC2)c(C)c1 | -54.9 | u | -3.3 | -2.6 | -2.3 | -3.3 | -22.3
CC1COc2ccccc2N1C(=O)c1ccccc1Cl (centres undefined) | 5.9 | 9.6 | -3.1 | -1.9 | -10.6 | 1.2 | -5.0
Cc1ccc(NC(=O)CSc2nnc(-c3ccco3)n2N)cc1F | 7.3 | 10.5 | -3.2 | -5.9 | 4.5 | 2.5 | -3.6
CN1C(=O)c2cc(NC(=O)Nc3ccccc3)ccc2OC[C@@H]2O[C@H](CC(=O)O)CC[C@@H]21 | 3.7 | -5.8 | -6.1 | x | 6.6 | x | 6.7
CCN(c1cccc(C)c1)S(=O)(=O)c1ccc(-c2coc(C)n2)cc1 | -25.4 | -1.7 | -2.1 | 21.6 | 1.4 | -1.3 | x
Cc1cc(C)cc(C(=O)NN2CCOCC2)c1 | 2.3 | -2.1 | 1.7 | -4.1 | -2.0 | -4.4 | 6.1
Cn1c(SCC(=O)Nc2ccccc2F)nnc1-c1cccnc1 | -19.3 | -3.1 | x | x | -4.7 | -0.5 | -17.3
CC(=O)Nc1ccc(NC(=O)CN(C)CC(=O)Nc2ccccc2Br)cc1 | 7.9 | -8.0 | -2.1 | -3.6 | 1.8 | -7.9 | 5.9
COC(=O)[C@]12C(=O)NC[C@H](CN1c1ccc(Cl)c(C)c1)N2C | -21.6 | -15.9 | x | -0.4 | -7.3 | -0.3 | 9.7
COc1ccc(-n2c(-c3ccc(Br)cc3)c[n+]3c2SC(C)C3)cc1 (centres undefined) | 73.7* | -4.1 | -4.4 | 6.1 | 2.2 | -1.4 | 24.6
O=C(c1ccccc1)N1CC(=O)N2[C@H](CO)[C@H](c3ccc(C#CCC4CCCC4)cc3)[C@H]2C1 | x | -5.3 | 2.1 | x | 1.4 | -0.3 | x
COc1ccccc1C(=O)NC(CCSC)C(=O)OC(C)C(=O)NC1CC1 (centres undefined) | 4.4 | 2.4 | 1.7 | 20.4 | -20.3 | -1.6 | -2.9
CCCNC(=O)C1(C)CCN1C(=O)C1(c2ccccc2)CC1 (centres undefined) | -0.5 | 0.2 | -1.9 | x | -3.9 | 2.3 | -4.2

Entries of single compounds, quoted from the list. Values in the order: PAX8 inh HTS	DENV2 CPE rescue	SIRT5 block	ARNT-TACC3 inh	LGR2 inh	CASP6 VEID inh	EWS-Fli inh
COc1ccc2c3c(n(C)c2c1)[C@H](CO)N(C(=O)CN1CCOCC1)CC31CCN(C(=O)Nc2cccc(F)c2)CC1 is listed as x	32.6*	-1.1	x	-5.6	1.7	-3.9
COCCN(C(=O)CCC(=O)Nc1cc(C)on1)C(C(=O)NC1CCCC1)c1ccccc1F (centres undefined) is listed as -3.2	-3.5	-2.7	12.2	8.1	-4.8	-3.9

(continued)
SMILES | PAX8 inh HTS | DENV2 CPE rescue | SIRT5 block | ARNT-TACC3 inh | LGR2 inh | CASP6 VEID inh | EWS-Fli inh
O=C(Nc1nnc(Cc2ccccc2)s1)Nc1ccccc1F | -38.5 | -4.4 | 3.8 | -1.8 | -23.4 | -3.0 | -54.0
S=C1CCC(c2ccc(Cl)cc2)=NN1c1ccccc1 | -0.5 | -8.6 | -4.5 | -18.6 | -7.8 | 1.9 | 13.4
Cc1ccc(S(=O)(=O)N2C3CCCCC3O[C@H]2CC(=O)c2cccc3ccccc23)cc1 (some centres undefined) | 1.2 | 2.2 | -3.4 | x | 38.2 | -2.6 | -1.8
Cc1ccccc1-c1nc(CS(=O)CC(=O)NCCCN(C)c2ccccc2)c(C)o1 (centres undefined) | 2.7 | x | 6.2 | 3.9 | 10.1 | 2.7 | x
C[C@@H]1CCCCO[C@@H](CN(C)S(=O)(=O)c2ccccc2)[C@H](C)CN([C@@H](C)CO)C(=O)c2cc(N(C)C)ccc2O1 | 33.8 | -0.3 | -0.8 | 14.5 | 12.8 | 0.2 | 1.8
COc1ccc(NC(=O)CN(C)C2=NS(=O)(=O)c3ccccc32)cc1Cl | x | -11.2 | -4.6 | -9.7 | -21.2 | 2.9 | -5.2
CO[C@@H]1CC[C@H]2CCN(C)C(=O)[C@H](C)[C@H](OC)CN(C)C(=O)c3cccc(C#N)c3OC[C@@H]1O2 | 7.9 | -4.4 | -1.9 | -13.6 | -1.4 | -29.4 | -4.4
